Screening results as filed in PubChem.
EPAC2 agonist – qHTS for Agonist of cAMP-regulated guanine nucleotide exchange factor 4 (EPAC2): primary screen. Rap guanine nucleotide exchange factor 4 (Homo sapiens), Q8WZA2. EPAC2 activation, biochemical qHTS; response scale: 100% = 6.5 mM cAMP response. Potency, µM (doses to about 154 µM), for inactives: top-dose activation, usual class: activators. hit rate 0.079% among 360,000. AID 720711, 2013; also: potency is read from the fitted curve at half-maximal effect; nearly all actives have a fitted effect of over 50% in size
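Exchange assay: 100 nM EPAC2 with 250 nM Rap1B-BODIPY-GDP and 50 uM GDP. Fluorescence (ex 480/em 540 nm) read every 5 min for 30 min at room temperature. Data normalized to 6.5 mM cAMP as agonist control.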
PLK1 PBD block – qHTS for Inhibitors of PLK1-PDB (polo-like kinase 1 - polo-box domain): Primary Screen; Serine/threonine-protein kinase PLK1 (Homo sapiens), P53350; Plk1 PBD binding of FITC phosphopeptide, fluorescence polarization; Potency, µM, without a hit: max response, negative = inhibition, hits mostly inhibitors; hit rate 2.8% among 360,000; AID 720504, 2013; also: potency is read from the fitted curve at half-maximal effect; series mostly up to about 57 µM; % is scaled to controls: 0 for no effect and ±100 for the full control effect; nearly all actives have a fitted effect of over 65% in size
Target sequence (P53350 whole entry, looked up, the tested form may be a part): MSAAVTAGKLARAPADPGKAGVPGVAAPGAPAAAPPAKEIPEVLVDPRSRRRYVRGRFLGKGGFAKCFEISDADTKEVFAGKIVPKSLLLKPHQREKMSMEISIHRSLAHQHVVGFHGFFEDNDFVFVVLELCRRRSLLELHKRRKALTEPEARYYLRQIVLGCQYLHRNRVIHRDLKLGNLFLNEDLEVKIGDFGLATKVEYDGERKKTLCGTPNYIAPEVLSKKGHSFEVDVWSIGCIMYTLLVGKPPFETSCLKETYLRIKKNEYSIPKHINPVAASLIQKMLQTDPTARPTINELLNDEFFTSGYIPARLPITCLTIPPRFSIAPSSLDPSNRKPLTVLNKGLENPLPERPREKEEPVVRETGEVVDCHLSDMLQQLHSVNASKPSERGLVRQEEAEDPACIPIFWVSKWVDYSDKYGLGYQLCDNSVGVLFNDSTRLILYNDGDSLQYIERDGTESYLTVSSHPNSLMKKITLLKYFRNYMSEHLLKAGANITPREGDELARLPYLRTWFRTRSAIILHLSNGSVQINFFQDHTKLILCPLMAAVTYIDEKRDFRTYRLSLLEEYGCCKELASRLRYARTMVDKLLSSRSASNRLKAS
EPAC1 antag – qHTS for Antagonist of cAMP-regulated guanine nucleotide exchange factor 3 (EPAC1): primary screen | Rap guanine nucleotide exchange factor 3 (Homo sapiens), O95398 | Potency, µM (doses to about 115 µM), for the others: top-dose activity change, negative = inhibition, hits mostly inhibitors | EPAC1 GEF assay, Rap1b-BODIPY-GDP exchange fluorescence | hit rate 0.14% among 360,000 | AID 720709, 2013;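 also: potency is read from the fitted curve at half-maximal effect; plate controls were vehicle for no effect and positive control for full effect; nearly all actives have a fitted effect of over 50% in size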
IL2 activator – qHTS of IL-2 Activators; IL-2 activation reporter assay, cell-based qHTS; stimulated with anti-CD3/CD4/CD28 beads; in transgenic mouse T cells; activation, % (series mostly up to about 46 µM); hit rate 0.065% among 360,000; AID 652025, 2013; in the data active = activation above about 50%; inconclusive = mostly about 30% to 49%; also: 0% is about no effect
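Unstimulated transgenic mouse T cells preincubated 60 min with compound, then stimulated with anti-CD3/anti-CD4-coated beads plus anti-CD28 for 18 h at 37 degrees C. IL-2 response read as EGFP and DsRed fluorescence by plate cytometry.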
WRN helicase inh – qHTS for Inhibitors of WRN Helicase; Potency, µM (titrated, usually from 114 µM), without a hit: at the top dose activity change, negative = inhibition, usual class: inhibitors; hit rate 0.46% among 360,000; AID 651768, 2012; WRN helicase unwinding, fluorescent forked duplex, kinetic; Bifunctional 3'-5' exonuclease/ATP-dependent helicase WRN (Homo sapiens), Q14191; also: potency is read from the fitted curve at half-maximal effect; % is scaled to controls: 0 for no effect and ±100 for the full control effect; nearly all actives have a fitted effect of over 55% in size
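Primary qHTS, 1536-well format. 20 nM WRN + compound, 15 min RT; start with 100 nM forked fluorophore/quencher duplex, 2 mM ATP (final); kinetic read ex 525/em 598 nm.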
PI5P4K alpha inh – qHTS for Inhibitors of phosphatidylinositol 5-phosphate 4-kinase (PI5P4K); Phosphatidylinositol 5-phosphate 4-kinase type-2 alpha (Homo sapiens), P48426; PI5P4Kalpha enzyme, ADP-Glo luminescence, 60 min; hits give low values; max response, %; hit rate 1.2% among 330,000; active = max response of -50% or lower; inconclusive = between -30% and -50%; inactive = -30% or higher; also: value at the top dose of about 77 µM; % is scaled to controls: 0 for no effect and ±100 for the full control effect
Target sequence (P48426 whole entry, looked up): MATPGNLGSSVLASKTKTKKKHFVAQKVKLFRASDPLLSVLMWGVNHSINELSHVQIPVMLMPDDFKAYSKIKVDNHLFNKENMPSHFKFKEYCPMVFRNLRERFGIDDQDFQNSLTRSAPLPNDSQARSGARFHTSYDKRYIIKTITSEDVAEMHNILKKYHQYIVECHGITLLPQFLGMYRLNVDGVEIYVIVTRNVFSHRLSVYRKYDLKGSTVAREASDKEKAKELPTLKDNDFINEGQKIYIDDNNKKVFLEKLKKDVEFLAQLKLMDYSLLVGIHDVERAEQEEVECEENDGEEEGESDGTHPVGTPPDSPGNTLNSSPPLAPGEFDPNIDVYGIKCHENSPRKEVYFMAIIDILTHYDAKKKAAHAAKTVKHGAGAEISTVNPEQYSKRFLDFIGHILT
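ADP-Glo luminescence end-point read after a 60 min room-temperature kinase reaction of PI5P4Kalpha plus substrate, initiated with ATP at 5 microM final. Buffer: 0.038 M HEPES pH 7.4, EGTA, 0.1% CHAPS, 5% DMSO.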
CCT chaperon mod – High-Throughput Screening for Modulators of Cytosolic Chaperonin Activity; activity change, % (test concentration not listed), hits read low; purified chaperonin ATPase assay, HTRF ADP detection, 30 min; hit rate 0.3% among 360,000; in the data active = activity change below about -30%; also: % is scaled to controls: 0 for no effect and ±100 for the full control effect
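TRiC at 40 or 20 nM final (batch-dependent) in 30 mM Tris pH 7.4, 100 mM KCl, 5 mM MgCl2, 1 mM DTT, with compound at single 76 uM and 10 uM ATP, 30 min at 37 deg C. ADP detected by HTRF Transcreener, 665/615 ratio.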
EPAC1 agonist – qHTS for Agonist of cAMP-regulated guanine nucleotide exchange factor 3 (EPAC1): primary screen; Rap guanine nucleotide exchange factor 3 (Homo sapiens), O95398; Potency, µM (top dose mostly 154 µM), without a hit: top-dose activation, most hits filed as activators; EPAC1 agonist qHTS, biochemical assay; response scale: 100% = response to 6.5 mM cAMP; hit rate 0.073% among 360,000; also: potency is read from the fitted curve at half-maximal effect; nearly all actives have a fitted effect of over 60% in size
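Compounds were pinned as a concentration titration into mixtures of EPAC1 (100 nM), BODIPY-GDP-loaded Rap1B (250 nM) and GDP (50 uM). After 5 min at room temperature, fluorescence was followed for 30 min; activity was scaled to 6.5 mM cAMP.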
Starred values were filed as active, the others as inactive; ? = inconclusive; nt = no result given; [ ] = another dose, or the depositor's remark. Unless noted, calls follow the shape of the dose curve; as a rule, active = well fitted curve in the direction sought with a large enough effect; inconclusive = small, poorly fitted or top-dose-only effect, or another doubt; inactive = no such curve, though single readings can be large; an effect the other way counts as inactive or inconclusive.

SMILES | EPAC2 agonist | PLK1 PBD block | EPAC1 antag | IL2 activator | WRN helicase inh | PI5P4K alpha inh | CCT chaperon mod | EPAC1 agonist
CC(C)OC(=O)c1ccc(NC(=O)CSc2nc3ncccc3[nH]2)cc1 | -6% | -1% | -13% | -0.5 | 3% | -5 | -4.0 | -5%
CCCCCC(=O)N1C[C@H](O)[C@@H](n2cc(-c3ccc(F)cc3)nn2)C[C@@H]1c1ccc(C)cc1 | 2% | -5% | -3% | -1.8 | -4% | 1 | -2.4 | -11%
Cc1ccc(NC(=O)COC(=O)CCc2c[nH]c3ccccc23)cc1 | -3% | -5% | -2% | -0.2 | -1% | 0 | -0.2 | 10%
COC(=O)CC1C(=O)NCCN1C(=S)Nc1ccccc1Cl (configuration not stated) | 6% | -2% | -10% | 0.2 | 0% | -10 | -0.8 | 14%
COc1c2ccc(C(=O)NCCCCc3ccccc3)cc2nn1C | -4% | 6% | 12% | 0.2 | -5% | -4 | -0.3 | 0%
COc1ccc(Cc2c(-c3cccc(Cl)c3)nc3ccc(Cl)cn23)c(C)c1 | 10% | 4% | 16% | 0.6 | 8% | -6 | 0.5 | -11%
C[C@H](CO)N1C[C@H](C)[C@@H](CN(C)C(=O)NC2CCCCC2)Oc2c(NC(=O)CCC(F)(F)F)cccc2C1=O | 3% | -14% | -2% | -0.2 | -2% | -4 | -2.3 | -4%
Cc1ccc(N2CC(C(=O)Nc3c4c(nn3C(C)(C)C)CS(=O)(=O)C4)CC2=O)cc1C (configuration not stated) | 8% | -6% | -24% | -3.8 | ? | -3 | -6.0 | 6%
O=C1Nc2cc(Cl)c(Cl)cc2N(O)N1c1ccc(Cl)cc1 | -1% | ? | 5% | 1.3 | -16% | nt | -1.7 | 5%
CCCCn1c(N)c(N(Cc2ccccc2OC)C(=O)COc2ccccc2C#N)c(=O)[nH]c1=O | 2% | -9% | -24% | 0.5 | -2% | -2 | 0.5 | 2%
Cc1cccc(Cn2c(N3CCN(C)CC3)nc3c2c(=O)n(C)c(=O)n3C)c1 | 1% | -13% | 8% | -1.3 | -3% | 0 | 1.9 | 8%
CC(=O)c1c(O)cc(O)c(C(C)=O)c1O | 1% | -5% | -11% | -0.5 | 11% | -7 | 0.8 | -5%
CC1=C(C(=O)N(C)C)C(c2ccccc2OC(F)F)NC(=O)N1 (configuration not stated) | 17% | -10% | -3% | -5.0 | -6% | -5 | -0.6 | -2%
Cn1sc(=O)c2cc(S(=O)(=O)NC3CC3)ccc21 | 2% | 2.1µM* | -13% | -2.3 | 45µM* | -7 | -1.7 | 6%
COc1cccc(Nc2cc(C)nc3nc(C)nn23)c1 | 12% | -10% | 6% | -3.9 | 8% | 3 | -1.9 | -5%
CCn1cnc2cc(NCc3ccc(C)cc3)ccc21 | 6% | 0% | 9% | -1.7 | -13% | nt | 1.5 | -5%
Cc1ncc([N+](=O)[O-])n1CCOC(=O)c1cc(Cl)cc(Cl)c1N | 16% | -14% | ? | -3.3 | ? | ? | -4.1 | 2%
O=C(NCc1ccccc1Cl)C(=O)c1cn(CC(=O)N2CCOCC2)c2ccccc12 | 7% | -22% | -13% | -2.0 | -9% | -1 | -1.6 | 8%
CCOC(=O)C1=CN(Cc2ccco2)S(=O)(=O)N(C)C1c1ccc2ccccc2c1 (configuration not stated) | 9% | -25% | -4% | 0.3 | -11% | 5 | 2.0 | -11%
COc1ccc(NC(=O)CSCC(=O)N(C)CC(=O)Nc2c(C)cccc2C)cc1 | 8% | -5% | 24% | 1.6 | 3% | 0 | 1.4 | 7%
COc1cc(/C=N/Nc2cccc3cccnc23)cc(OC)c1O | 14% | -10% | -28% | -2.0 | -13% | -4 | -1.7 | 9%
O=C(NCc1ccco1)c1ccc(Cl)c(S(=O)(=O)N2CCOCC2)c1 | -4% | -6% | 10% | 0.7 | -7% | nt | -1.8 | 7%
CCOC(=O)C1(Cc2cccc(F)c2)CCN(C(=O)c2cnc(C)cn2)CC1 | 2% | -5% | 3% | -0.9 | 16% | -1 | -3.0 | -3%
CC(O)c1nc2ccccc2n1C1CCCCC1 (configuration not stated) | 2% | 0% | 3% | -2.1 | 0% | nt | -1.9 | 1%
NS(=O)(=O)c1ccc(CCNC(=O)CSc2nc3ccsc3c(=O)n2CCCCCC(=O)O)cc1 | 2% | 0% | -27% | -0.9 | -8% | 9 | 0.1 | -2%
COc1ccc(N2CCN(C(=O)c3ccc(CS(=O)c4cccc(Cl)c4)o3)CC2)cc1 (configuration not stated) | 0% | -5% | 1% | 0.3 | 4% | 3 | 1.0 | 3%
CCCCn1nc(C(=O)Nc2ccc(S(=O)(=O)Nc3ncccn3)cc2)c2ccccc2c1=O | 8% | -10% | -16% | -5.5 | ? | -11 | -4.9 | 9%
COc1ccc(NC(=O)C(C)N(c2ccc(C)cc2)S(C)(=O)=O)cc1 (configuration not stated) | -6% | -4% | 13% | -1.7 | 0% | nt | -3.9 | 7%
CCOCCCNCc1cc(Cl)ccc1OCC | 7% | -6% | -28% | -1.1 | 4% | 1 | -0.4 | 4%
Cc1c(Cl)cnc(NC(=O)COC(=O)c2ccc3ncsc3c2)c1Cl | -3% | -13% | -22% | -2.6 | -20%[57.1 µM] | -22 | -6.5 | -9%
O=C(Nc1cccnc1)c1c(F)c(F)c(F)c(F)c1F | 2% | -6% | 0% | 2.1 | 1% | nt | 0.6 | -3%
CCC(=O)Nc1c(-c2ccc(C)cc2)nc2ccc(C)cn12 | 6% | -2% | -11% | 1.0 | -3% | 2 | 3.3 | 1%
Oc1cncc(Cc2ccccc2)c1 | 1% | -10% | -2% | 1.1 | -3% | 7 | -0.4 | 3%
Cc1ccccc1CCNC(=O)C1CC(O)CN1C(=O)Nc1ccccc1 (configuration not stated) | -1% | 7% | 13% | -2.9 | -1%[57.1 µM] | -8 | 1.0 | 1%
CC(C)C(NS(=O)(=O)c1cccc2nsnc12)C(=O)NCc1ccco1 (configuration not stated) | 10% | -2% | -4% | -1.3 | -7% | 0 | 0.3 | -2%
Cc1ccc(N=Cc2cc(Br)cc(Cl)c2O)cc1 | 3% | -27% | 15% | -2.3 | -5% | -20 | 1.6 | -17%
COc1ccc(N2CCN(C(=O)c3ccc(COc4ccc([N+](=O)[O-])cc4)o3)CC2)cc1 | 3% | -2% | 8% | -4.9 | -23% | -1 | -3.0 | 6%
Cc1cccn2c(=O)c3cc(C(=O)NCc4ccc(F)cc4)c(=N)n(CC4CCCO4)c3nc12 (configuration not stated) | 5% | 0% | -6% | 0.1 | 4% | 2 | -1.9 | 8%
O=C(O)/C=C1\NC(=O)c2ccccc21 | 9% | -6% | -16% | 0.1 | 2% | -21 | -4.3 | 0%
CCOc1ccc2nc(C)cc(C(=O)O)c2c1 | 11% | -7% | 10% | -1.4 | -8% | nt | -1.6 | 8%
O=C(CCC1=NS(=O)(=O)c2ccccc2N1)NC1CCCCCCC1 | 7% | -6% | -17% | 8.7 | -8% | -2 | 1.0 | 5%
CC(C)CC(=O)Nc1ccc(-c2cn3ccsc3n2)cc1 | 3% | -5% | 5% | -2.4 | 0% | -1 | -4.6 | 0%
COc1ccc(NS(=O)(=O)c2ccc(Cl)s2)cn1 | 3% | -18% | -2% | 0.7 | -13% | 0 | -0.9 | 5%
CCC(=O)C1CCCN(C(=O)c2ccc(OC)c(OC3CCN(C(C)=O)CC3)c2)C1 (configuration not stated) | 11% | -5% | -29% | -2.5 | 7% | 5 | -0.2 | -17%
CCn1c(C)cc(C(=O)CN2C(=O)c3ccccc3S2(=O)=O)c1C | -1% | 1% | 12% | -2.9 | 9% | -4 | -1.8 | 4%
CCNc1ncnc2c1cnn2C1CCCO1 (configuration not stated) | 3% | -3% | 3% | -0.3 | 10% | -11 | -0.8 | -3%
Clc1ccc(CSC2=NCCCN2)cc1Cl | 3% | -4% | -3% | 1.0 | 11% | 3 | -0.9 | 1%
CC(C)CC[n+]1ccn(-c2nc3ccccc3nc2[N-]S(=O)(=O)c2ccccc2)c1 | -5% | -2% | -4% | -1.0 | 0% | nt | -0.3 | -4%
CNC(=O)C1CC(=O)N(c2ccc(OCC(=O)Nc3ccc(OC)cc3)cc2)C1 (configuration not stated) | 0% | 8% | ? | -0.3 | -9% | 6 | 2.9 | -1%
CN(C(=O)CSC1=Nc2ccccc2C2=NC(c3ccccc3)C(=O)N12)C1CCCCC1 (configuration not stated) | 13% | ? | 0% | 0.9 | -9% | nt | -0.5 | 13%

Molecules shown so far that contain a thiophene ring, fused or not (2):
SMILES | EPAC2 agonist | PLK1 PBD block | EPAC1 antag | IL2 activator | WRN helicase inh | PI5P4K alpha inh | CCT chaperon mod | EPAC1 agonist
NS(=O)(=O)c1ccc(CCNC(=O)CSc2nc3ccsc3c(=O)n2CCCCCC(=O)O)cc1 | 2% | 0% | -27% | -0.9 | -8% | 9 | 0.1 | -2%
COc1ccc(NS(=O)(=O)c2ccc(Cl)s2)cn1 | 3% | -18% | -2% | 0.7 | -13% | 0 | -0.9 | 5%

Additional entries
SMILES | EPAC2 agonist | PLK1 PBD block | EPAC1 antag | IL2 activator | WRN helicase inh | PI5P4K alpha inh | CCT chaperon mod | EPAC1 agonist
O=C(NCCNCc1cccs1)c1ccccc1F | 5% | -5% | 4% | 0.6 | ? | 3 | -0.8 | 2%
CC1(C(=O)Nc2ccc3c(c2)OCCO3)CN(S(C)(=O)=O)CC(=O)N1Cc1cccc(F)c1 (configuration not stated) | 5% | -15% | -12% | -0.5 | -9% | -3 | nt | 12%
O=C(OCC(=O)N1CCN(C(=O)c2ccco2)CC1)c1ccccc1Cc1ccccc1 | -4% | -8% | -4% | 0.7 | -7% | nt | -3.1 | 3%
NS(=O)(=O)c1ccc(CCNCc2cc(Br)ccc2OCc2ccccc2)cc1 | 14% | 3% | 0% | 0.1 | -5% | -2 | 0.4 | 4%
Cc1cc(C(=O)NCc2cc(C(=O)O)co2)co1 | -3% | -10% | -29% | 0.5 | -16% | -1 | -0.2 | 10%

A portion of the library; the hit share may differ from the screen's.
